SENP8 block = blocks human SENP8 cleavage of Nedd8 substrate; recombinant SENP8, Nedd8 substrate fluorescence; hit rate 0.64% among 360,000; Q96LD8; inhibition, % at 20 µM; AID 602440; in the data active = inhibition mostly above about 40%, no sharp cut-off; inactive = mostly below about 27%
Target sequence (Q96LD8 whole entry, looked up): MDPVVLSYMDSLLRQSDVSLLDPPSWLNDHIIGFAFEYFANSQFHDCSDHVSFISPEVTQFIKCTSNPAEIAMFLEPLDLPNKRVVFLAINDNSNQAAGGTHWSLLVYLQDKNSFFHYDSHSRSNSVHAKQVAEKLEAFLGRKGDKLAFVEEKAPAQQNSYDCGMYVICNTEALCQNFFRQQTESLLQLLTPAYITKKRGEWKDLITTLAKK
SENP6 block = blocks the human protease SENP6. Q9GZR1. Recombinant SENP6 catalytic domain, aminoluciferin luminescence. inhibition, % at 10 µM. hit rate 1.8% among 330,000. AID 2599;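 active = inhibition above about 50% at the single tested dose, limit read from the data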;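 also: plate controls were DMSO wells with enzyme for no effect and DMSO wells lacking enzyme for full effect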
hIAP act = human IAP activation | P09923 | purified human IAP, CDP-Star luminescence, 30 min; stronger effect = higher value; 1 = vehicle-only enzyme, 0 = enzyme-free background | activation factor at 10 µM | hit rate 0.16% among 330,000;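 active = activation factor of the enzyme at least 2-fold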; also: the source names both 10 and 20 µM as test concentration; values of inactives mirror those of a sister screen read the other way
Target sequence (P09923 whole entry, looked up): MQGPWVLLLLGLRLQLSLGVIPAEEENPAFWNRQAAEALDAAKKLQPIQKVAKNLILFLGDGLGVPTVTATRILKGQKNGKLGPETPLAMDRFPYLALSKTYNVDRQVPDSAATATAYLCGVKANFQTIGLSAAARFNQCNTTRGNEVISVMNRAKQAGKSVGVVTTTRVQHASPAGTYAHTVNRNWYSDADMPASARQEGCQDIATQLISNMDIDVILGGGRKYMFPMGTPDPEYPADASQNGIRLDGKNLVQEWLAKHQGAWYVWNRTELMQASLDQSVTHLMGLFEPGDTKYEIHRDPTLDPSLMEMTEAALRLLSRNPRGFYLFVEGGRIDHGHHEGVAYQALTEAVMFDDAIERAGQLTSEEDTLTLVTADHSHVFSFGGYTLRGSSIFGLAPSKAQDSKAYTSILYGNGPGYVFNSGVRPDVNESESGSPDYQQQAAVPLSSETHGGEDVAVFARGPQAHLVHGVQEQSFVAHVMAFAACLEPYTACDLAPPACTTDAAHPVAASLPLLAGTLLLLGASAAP
NR3A LBD binder = modulates the human NR3A ligand-binding domain. NR3A LBD differential scanning fluorimetry, Tm shift; 0% = protein alone, 100% = glycine-bound protein. Tm shift relative to glycine control, % at 25 µM. hit rate 2.5% among 340,000. AID 1259313;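 active = melting temperature shift of at least 10% of the positive control shift, at one fixed dose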
MPTP block = inhibitors of mitochondrial permeability transition pore; AID 602449; isolated mouse mitochondria, Ca2+ swelling absorbance, 30 min; inhibition, % at 10 µM; hit rate 1.4% among 360,000;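 active = inhibition of 50% or more, scaled per plate between neutral and stimulator controls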;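 also: 0% = DMSO wells given calcium and 100% = 1 mM EGTA wells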
PfGluPho inh = PfG6PD (Plasmodium falciparum) enzyme inhibition. PfGluPho enzyme, NADPH resazurin-diaphorase fluorescence. inhibition, % at 20 µM. hit rate 0.78% among 350,000. AID 504690;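 active = inhibition reaching at least a set limit at 20 µM in the primary screen, cut at about 59% in these data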;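 also: 0% = DMSO wells with substrate and 100% = DMSO wells lacking glucose-6-phosphate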
ATG4B inhibitor = inhibitors of human ATG4B cysteine protease; AID 504462; inhibition, % at 8.33 µM; Q9Y4P1; hit rate 0.51% among 340,000; ATG4B cleavage of LC3-PLA2, NBD-HPC fluorescence, 1 h; in the data active = inhibition above about 40%
SENP1 inh = inhibitors of human SENP1 SUMO protease catalytic domain; recombinant SENP1 catalytic domain, CyPet-SUMO1-YPet FRET cleavage; inhibition, % at 10 µM; hit rate 0.21% among 360,000; AID 624204;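 active = inhibition at least 30% at 10 µM, raw YFP signal under a set limit, fluorescence ratio 0.5 to 1.5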;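 also: 0% = enzyme with DMSO and 100% = no enzyme wells; some results filed as inactive read as strong as hits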
Target sequence (Q9P0U3 419-644 limits assumed): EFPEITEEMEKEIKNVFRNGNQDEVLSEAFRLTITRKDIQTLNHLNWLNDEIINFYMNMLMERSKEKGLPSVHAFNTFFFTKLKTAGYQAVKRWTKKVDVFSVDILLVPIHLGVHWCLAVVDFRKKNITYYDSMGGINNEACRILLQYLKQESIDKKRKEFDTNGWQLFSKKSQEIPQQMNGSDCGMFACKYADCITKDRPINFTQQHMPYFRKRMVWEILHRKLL
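Assay system: hSENP1 catalytic domain, recombinant. Amount: SENP1 enzyme, 20 pM final. Schedule: 50 min reaction, RT, dark. Technique: FRET, CFP and YFP emission. Control set: no-enzyme wells low, DMSO-plus-enzyme wells high control.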
* hit, by the source's call; x = no result given. The order is random (roughly 6.7% active in at least one column).

mol | MPTP block | ATG4B inhibitor | NR3A LBD binder | PfGluPho inh | hIAP act | SENP1 inh | SENP6 block | SENP8 block
CN1CCN(C(=O)c2cccn(Cc3ccc(C(F)(F)F)cc3)c2=O)CC1 | 0.6 | -1 | 0 | 2 | 1.1 | 1 | -11 | 10
CC(=O)NC12CC3CC(C1)CC(C(=O)N1CCN(S(=O)(=O)c4cccc([N+](=O)[O-])c4)CC1)(C3)C2 | -0.9 | -4 | 2 | 7 | x | -3 | x | 14
O/N=C/c1cn(-c2ccccc2)nc1-c1ccccc1 | -0.1 | 3 | -2 | -6 | x | 3 | x | -5
C/C(=N\NC(=O)c1nnn(-c2nonc2N)c1CN1CCCCCC1)c1ccc(Br)cc1 | 2.1 | -2 | 0 | 6 | 1 | 1 | -13 | 19
C=CCOc1ccc(Br)cc1CNCCO | -0.5 | 14 | 2 | -29 | 1.1 | 2 | -9 | 14
O=[N+]([O-])c1ccc(O)c2ncccc12 | -30 | 0 | -11 | 63* | 1.1 | -4 | 7 | 26
O=C1c2ccccc2C(=O)N1Cc1ccccn1 | -1.7 | -5 | -2 | 2 | 1 | 1 | 13 | 4
COc1ccc(N2CC(NC(=O)N3CCN(C(=O)c4ccco4)CC3)CC2=O)cc1OC (configuration not stated) | -0.4 | -8 | 2 | 2 | 1 | 3 | -9 | 4
COc1ccc(C(=O)CSc2nc(SC)ns2)cc1OC | -1.4 | -5 | -1 | 10 | 0.79 | 3 | -10 | 15
COc1ccc(OC)c(C(=O)COC(=O)c2c(OC)cccc2OC)c1 | 1.0 | -9 | -1 | -10 | 0.81 | -1 | -14 | -169
c1ccc2c(c1)ncn2Cc1nnc2sc(-c3ccc4c(c3)OCO4)nn12 | -0.2 | -14 | -1 | 47 | 1 | 5 | 4 | 14
Cn1c(=O)c(Oc2cc(Cl)cc(Cl)c2)nc2ccccc21 | -1.1 | 5 | 0 | -11 | 0.97 | 0 | -9 | -162
OCCCN1CNC(=S)NC1 | -2.5 | x | x | 11 | x | 3 | x | 15
CCc1ccc(-n2c(SCC(=O)c3ccc4c(c3)NC(=O)CO4)nc3ccccc3c2=O)cc1 | -2.4 | 0 | -1 | -2 | 0.84 | 1 | -11 | 13
CCCSc1nsc(NC(=O)Nc2ccc(F)cc2F)n1 | 97* | -3 | 14* | 0 | 0.96 | 1 | 18 | 17
COc1cccc(-c2noc(CCC(=O)NCCc3ccccc3)n2)c1 | -0.9 | 3 | 1 | -2 | 1 | 0 | -18 | 10
CCCSc1nsc(NC(=O)C(c2ccccc2)c2ccccc2)n1 | 12 | -9 | 18* | -14 | 1.1 | 0 | -10 | 18
COc1cccc(-c2cc(C(=O)N3CCN(c4ncccn4)CC3)c3ccccc3n2)c1 | 0.9 | -7 | -1 | 3 | 1.1 | 0 | -29 | -94
O=C(/C=C/c1cccc(F)c1)Nc1cc(S(=O)(=O)N2CCOCC2)ccc1N1CCCC1 | -0.6 | -3 | -4 | -11 | 0.91 | -1 | -4 | -3
N#C/C(C(=O)N1CCCCC1)=C1/N=C(N)c2ccccc21 | -0.8 | -4 | -2 | -7 | 0.97 | 3 | 4 | 15
CCCCN(C(=O)c1cccc(-n2cccc2)c1)c1c(N)n(CCCC)c(=O)[nH]c1=O | -0.4 | -6 | -2 | 1 | 1.1 | -19 | -22 | -50
Cc1ccc(CC(NC(=O)C2CCCCC2)C(=O)O)cc1 (configuration not stated) | -0.6 | -3 | 1 | -6 | x | 3 | x | 10
O=C(COC(=O)c1ccc(Cl)c(S(=O)(=O)N2CCCCCC2)c1)NCc1ccccc1 | 0.0 | x | x | -9 | x | 0 | x | 14
CCC(C)NS(=O)(=O)c1ccc(OCC(=O)Nc2ccc(F)cc2F)cc1 (configuration not stated) | -4.3 | -4 | 0 | 16 | 1.2 | 3 | -3 | 4
Cc1cc(/C=N/NC(N)=S)c(C)n1-c1ccc(Cl)c(Cl)c1 | 12 | -17 | -1 | 30 | 0.83 | -5 | 3 | -8
Cc1ccc2[nH]c(SCC(=O)N3CCOCC3)nc2c1C | 2.0 | -8 | -2 | -12 | 0.84 | 2 | -16 | 33
COc1ccc(-c2csc(NC(=O)c3ccccc3Br)c2C(=O)O)cc1 | 1.1 | 39 | -6 | 34 | 1 | 1 | 53* | 5
COc1ccc(-c2n[nH]c(=S)n2/N=C/c2cccn2C)cc1 | 1.8 | 0 | 2 | 30 | 1.2 | 0 | -11 | 18
Cc1oc(C(C)(C)C)cc1C(=O)N1CCN(C(c2ccccc2)c2ccccc2)CC1 | 1.8 | -13 | 1 | 12 | 1 | -4 | 6 | 1
O=C(Nc1ccc(C(F)(F)F)cc1)c1ccc2ncsc2c1 | 0.5 | -1 | 3 | 39 | 0.87 | -7 | -9 | -64
CN(C)C(=O)c1cc2cc(Br)ccc2s1 | 0.0 | -3 | 0 | 7 | 1.2 | 1 | -15 | 6
Cc1ccc(Cn2cc(C(=O)NN)c(=O)c3ccc(F)cc32)cc1 | -0.5 | -3 | -1 | 8 | 0.95 | -2 | -21 | 7
Cc1cccc(C)c1NC(=O)NC1CC2CCC(C1)N2Cc1cccs1 (configuration not stated) | 0.6 | -16 | 1 | -9 | 1 | 1 | -12 | 15
OCC[C@H]1C[C@@H](O)[C@H](O)[C@]2(OCCc3ccccc32)O1 | -0.4 | -2 | -1 | -9 | 0.95 | 2 | 4 | 8
Cc1ccc(S(=O)(=O)Nc2ccc(N3CCOCC3)cc2)cc1[N+](=O)[O-] | 0.5 | 1 | 1 | -10 | 0.99 | 2 | -21 | 3
O=C(CN1CCCCCCC1)Nc1cccc(Cl)c1Cl | -0.2 | 1 | 4 | -15 | 0.98 | 1 | 7 | 14

Limited to MPTP block, for five of the compounds above:
smiles	MPTP block
COc1ccc(-c2n[nH]c(=S)n2/N=C/c2cccn2C)cc1	1.8
Cc1oc(C(C)(C)C)cc1C(=O)N1CCN(C(c2ccccc2)c2ccccc2)CC1	1.8
O=C(Nc1ccc(C(F)(F)F)cc1)c1ccc2ncsc2c1	0.5
CN(C)C(=O)c1cc2cc(Br)ccc2s1	0.0
Cc1ccc(Cn2cc(C(=O)NN)c(=O)c3ccc(F)cc32)cc1	-0.5

In another format: results already given
Cc1cc(/C=N/NC(N)=S)c(C)n1-c1ccc(Cl)c(Cl)c1
- MPTP block: 12
- ATG4B inhibitor: -17
- NR3A LBD binder: -1
- PfGluPho inh: 30
- hIAP act: 0.83
- SENP1 inh: -5
- SENP6 block: 3
- SENP8 block: -8

Cc1ccc2[nH]c(SCC(=O)N3CCOCC3)nc2c1C
- MPTP block: 2.0
- ATG4B inhibitor: -8
- NR3A LBD binder: -2
- PfGluPho inh: -12
- hIAP act: 0.84
- SENP1 inh: 2
- SENP6 block: -16
- SENP8 block: 33

COc1ccc(-c2csc(NC(=O)c3ccccc3Br)c2C(=O)O)cc1
- MPTP block: 1.1
- ATG4B inhibitor: 39
- NR3A LBD binder: -6
- PfGluPho inh: 34
- hIAP act: 1
- SENP1 inh: 1
- SENP6 block: 53*
- SENP8 block: 5

COc1ccc(-c2n[nH]c(=S)n2/N=C/c2cccn2C)cc1
- MPTP block: 1.8
- ATG4B inhibitor: 0
- NR3A LBD binder: 2
- PfGluPho inh: 30
- hIAP act: 1.2
- SENP1 inh: 0
- SENP6 block: -11
- SENP8 block: 18

Going on with the list:
mol | MPTP block | ATG4B inhibitor | NR3A LBD binder | PfGluPho inh | hIAP act | SENP1 inh | SENP6 block | SENP8 block
COc1cccc(OC)c1OCCCN1CCC(Cc2ccccc2)CC1 | 43 | 1 | 0 | 2 | 0.86 | 0 | -11 | 26
CCOc1ccccc1-n1nnnc1SCC(=O)NCC1(N2CCOCC2)CCCCC1 | 0.3 | -1 | -4 | -3 | 1.2 | 1 | -4 | 18
COc1cccc(C2=NN(C(=O)c3ccco3)C(c3ccco3)C2)c1 (configuration not stated) | 1.0 | 3 | -1 | 13 | 1.3 | -143 | -5 | -31
O=C(Cn1c(=O)c2sccc2n(Cc2ccc([N+](=O)[O-])cc2)c1=O)NCCc1ccccc1 | -21 | -1 | -5 | -8 | 1 | 1 | -10 | 14
Cn1c(CCN2CCCCC2)nc2cc(NC(=O)Nc3ccccc3)ccc21 | -0.8 | 8 | -3 | 2 | 1.1 | -2 | -8 | 6
CCC(CC)N1CCN(CC2CC=CCC2)CC1 (configuration not stated) | 1.5 | -3 | -1 | -11 | 0.83 | 1 | -5 | 22
Cc1ccc(-n2c(C)c3c(C)nnc(C)c3c2C)cc1C | -0.8 | -1 | -3 | 6 | 1.1 | -16 | -9 | -240
CC(C)c1ccc(/C=N/NC(=O)CC(=O)NCc2ccccc2)cc1 | -0.2 | -6 | -1 | -5 | 0.9 | 3 | 7 | 5
Cc1ccc(C(=O)NCC(=O)OCC(=O)N(CC(C)C)c2c(N)n(Cc3ccccc3)c(=O)[nH]c2=O)s1 | -1.3 | x | x | 3 | x | -4 | x | -2
CCN(CC)S(=O)(=O)c1ccc(S(=O)(=O)Nc2c(C)nn(C)c2C)cc1 | 42 | -3 | 0 | 5 | 1.2 | 2 | -14 | 3
COc1ccc(N2CCN(CC(=O)Nc3cc(C)cc(C)c3)CC2)cc1 | -1.2 | -8 | -1 | -3 | 1.2 | 2 | 2 | 8
COC(=O)N/N=C(\CCC(=O)O)c1cccs1 | 0.3 | 4 | 0 | -13 | 1 | 0 | 1 | 6
O=C(NC1CC(=O)N(c2ccc3c(c2)OCCO3)C1)N1CCC(O)CC1 (configuration not stated) | -2.4 | -4 | 2 | 7 | 1.1 | 2 | -10 | 6
COCC1COS(=O)(=O)NC1(C)C (configuration not stated) | 0.7 | -8 | 1 | 9 | 0.86 | 2 | -11 | 8
Cn1cccc1/C=N/NC(=O)CNc1cccc2ccccc12 | 2.8 | -1 | 1 | 53 | 1.1 | -18 | 36 | -444
O=C(O)CN1C(=O)/C(=C2\C(=O)N(Cc3ccccc3Cl)c3ccccc32)SC1=S | 8.0 | 1 | 5 | -9 | x | 2 | x | 23
Cc1ccc(C(=O)Nc2onc(C)c2C#N)cc1 | -0.2 | -2 | 3 | 0 | 1 | 0 | -8 | 11
Cc1ccc(S(=O)(=O)NCCC2(C(C)C)CCOC(C)(C)C2)cc1 (configuration not stated) | 0.0 | -1 | 0 | 9 | 1 | -2 | -7 | 11
CC(C)(C)NC(=O)NC(=O)COC(=O)c1c(F)cccc1Cl | 0.1 | -10 | 1 | 5 | 1.1 | 0 | 4 | 0
CCS(=O)(=O)N1Cc2ccccc2CC1C(=O)Nc1ccc(OC)cc1OC (configuration not stated) | -0.6 | 1 | 1 | 16 | 1.1 | 1 | 8 | 8
COc1ccc(N(CCC(=O)Nc2ccccc2F)S(=O)(=O)c2ccc(C)cc2C)cc1 | -1.0 | 4 | 1 | 9 | 1.1 | 3 | 4 | 15
COCCCn1c(SCC(=O)Nc2cccc(C(=O)OC)c2)nnc1-c1ccncc1 | 0.3 | -9 | 0 | -8 | 0.99 | 1 | -11 | 14
O=C(COC(=O)C1C2CC3OC(=O)C1C3C2)Nc1ccc(Cl)cc1 (configuration not stated) | -2.5 | -19 | 3 | -4 | 1.1 | 0 | -4 | 6
